Source: PubChem
Pin1 inh = inhibitors of human Pin1. Q13526. AID 504891. Potency, µM (top dose mostly 115 µM), for the others: at the top dose activity, negative = inhibition, hits mostly inhibitors. Pin1 FP peptide displacement, HiFluor488, 10 min. 390,000 compounds, 0.009% hits; active = well fitted inhibition curve with a large enough effect in the polarisation, with a control signal flat, not every such curve was filed as active; inconclusive = small, poorly fitted or top-dose-only effect, or effect the other way, or a change in a side signal; inactive = no such curve, though single readings can be large or run the other way; the % refers to the polarisation; also: potency is read from the fitted curve at half-maximal effect; % is scaled to controls: 0 for no effect and ±100 for the full control effect
JMJD2A Tudor = JMJD2A Tudor domain (human) inhibition | AID 504339 | Potency, µM (series often up to 114 µM), without a hit: top-dose activity change, negative = inhibition, most hits filed as inhibitors | O75164 | 390,000 compounds, 4.4% hits | AlphaScreen JMJD2A-Tudor / H3K4me3 peptide binding; also: potency is read from the fitted curve at half-maximal effect; % is scaled to controls: 0 for no effect and ±100 for the full control effect; nearly all actives have a fitted effect of over 50% in size
BAZ2B block = blocks human BAZ2B; AlphaScreen BAZ2B-H3K14Ac peptide displacement; Potency, µM (highest dose often 114 µM), inactives show at the highest dose activity change, negative = inhibition, actives largely listed as inhibitors; 360,000 compounds, 4.4% hits; also: potency is read from the fitted curve at half-maximal effect; % is scaled to controls: 0 for no effect and ±100 for the full control effect; nearly all actives have a fitted effect of over 60% in size
Target sequence (Q9UIF8 whole entry, looked up): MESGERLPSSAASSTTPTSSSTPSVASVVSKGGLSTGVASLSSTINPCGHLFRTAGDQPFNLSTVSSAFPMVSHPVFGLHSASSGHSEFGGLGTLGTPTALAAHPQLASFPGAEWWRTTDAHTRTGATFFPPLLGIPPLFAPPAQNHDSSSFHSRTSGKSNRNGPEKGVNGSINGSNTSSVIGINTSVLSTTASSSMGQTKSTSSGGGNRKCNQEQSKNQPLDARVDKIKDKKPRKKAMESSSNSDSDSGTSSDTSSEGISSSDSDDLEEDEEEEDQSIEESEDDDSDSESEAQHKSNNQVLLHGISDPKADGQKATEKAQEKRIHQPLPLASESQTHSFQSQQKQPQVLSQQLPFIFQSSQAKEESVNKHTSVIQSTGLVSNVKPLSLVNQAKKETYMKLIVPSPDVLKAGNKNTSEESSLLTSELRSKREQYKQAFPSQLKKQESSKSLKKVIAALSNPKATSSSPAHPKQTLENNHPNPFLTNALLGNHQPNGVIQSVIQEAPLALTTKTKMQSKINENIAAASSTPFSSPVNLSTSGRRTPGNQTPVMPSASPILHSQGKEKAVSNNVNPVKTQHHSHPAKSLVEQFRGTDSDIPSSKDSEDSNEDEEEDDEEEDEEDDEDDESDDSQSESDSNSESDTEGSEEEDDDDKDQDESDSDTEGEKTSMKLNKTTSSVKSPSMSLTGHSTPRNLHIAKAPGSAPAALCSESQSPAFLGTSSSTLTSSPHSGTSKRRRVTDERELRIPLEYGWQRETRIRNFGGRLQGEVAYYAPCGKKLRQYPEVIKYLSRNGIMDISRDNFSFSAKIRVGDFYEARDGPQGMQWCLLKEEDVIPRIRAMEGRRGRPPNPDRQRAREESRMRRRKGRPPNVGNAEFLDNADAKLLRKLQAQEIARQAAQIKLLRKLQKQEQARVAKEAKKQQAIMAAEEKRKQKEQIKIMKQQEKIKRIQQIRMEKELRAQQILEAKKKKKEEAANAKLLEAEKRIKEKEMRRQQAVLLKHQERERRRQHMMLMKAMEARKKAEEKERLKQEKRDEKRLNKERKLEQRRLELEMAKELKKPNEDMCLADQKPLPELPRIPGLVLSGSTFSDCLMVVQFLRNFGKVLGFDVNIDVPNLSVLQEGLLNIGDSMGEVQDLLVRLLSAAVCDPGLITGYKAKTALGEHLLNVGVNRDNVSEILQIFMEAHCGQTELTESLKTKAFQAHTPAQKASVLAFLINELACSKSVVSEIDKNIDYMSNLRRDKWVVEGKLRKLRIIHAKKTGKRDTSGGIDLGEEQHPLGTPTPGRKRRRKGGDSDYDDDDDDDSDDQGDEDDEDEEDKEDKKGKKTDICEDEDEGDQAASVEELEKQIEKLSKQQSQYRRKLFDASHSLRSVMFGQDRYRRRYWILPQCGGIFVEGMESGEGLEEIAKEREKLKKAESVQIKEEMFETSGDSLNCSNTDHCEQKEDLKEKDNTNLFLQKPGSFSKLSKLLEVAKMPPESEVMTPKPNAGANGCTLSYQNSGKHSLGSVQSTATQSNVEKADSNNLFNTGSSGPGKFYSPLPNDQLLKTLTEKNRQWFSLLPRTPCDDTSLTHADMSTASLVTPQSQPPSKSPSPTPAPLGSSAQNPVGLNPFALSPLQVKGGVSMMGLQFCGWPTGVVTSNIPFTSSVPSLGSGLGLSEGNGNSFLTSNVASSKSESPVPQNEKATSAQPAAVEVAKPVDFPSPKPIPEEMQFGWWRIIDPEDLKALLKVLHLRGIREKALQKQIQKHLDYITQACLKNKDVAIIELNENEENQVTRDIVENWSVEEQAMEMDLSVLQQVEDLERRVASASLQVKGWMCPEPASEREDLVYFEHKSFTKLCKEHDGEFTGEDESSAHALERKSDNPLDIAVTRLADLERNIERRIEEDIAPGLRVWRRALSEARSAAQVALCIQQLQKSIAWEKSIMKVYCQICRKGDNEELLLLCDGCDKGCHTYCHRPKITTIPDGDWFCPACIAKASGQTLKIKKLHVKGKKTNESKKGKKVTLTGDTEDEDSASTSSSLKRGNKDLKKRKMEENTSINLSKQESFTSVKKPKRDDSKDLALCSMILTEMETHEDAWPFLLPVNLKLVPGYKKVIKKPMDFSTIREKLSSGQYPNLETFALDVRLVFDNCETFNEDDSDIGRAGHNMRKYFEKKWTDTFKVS
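Compounds, titrated to a top concentration of 110 uM, were incubated 30 min at room temperature with preformed BAZ2B/acetyl-K14 H3 peptide complex (50 nM each). Proximity signal was measured by AlphaScreen after 20 min with beads.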
GLS inh = blocks human kidney-isoform glutaminase activity; O94925; AID 624170; Potency, µM (highest dose often 45.5 µM), inactives show at the top dose activity change, negative = inhibition, actives largely listed as inhibitors; 410,000 compounds, 0.21% hits; GLS enzymatic activity, qHTS titration; also: potency is read from the fitted curve at half-maximal effect; % is scaled to controls: 0 for no effect and ±100 for the full control effect
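Coupled fluorescence readout: glutamate oxidase/HRP/Amplex Red detect glutamate formed by hKGA from L-glutamine (1 mM solution added). Buffer 45 mM KH2PO4 pH 8.2, 0.02% Tween-20; reads at t0 and 30 min RT.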
HP1b binding inh = HP1-beta chromodomain-methylated histone interaction inhibition; P83916; AlphaScreen HP1-beta / biotin-H3K9me3 peptide binding; Potency, µM (top dose mostly 114 µM), inactives show top-dose activity change, negative = inhibition, most hits filed as inhibitors; 390,000 compounds, 0.56% hits; AID 540317; also: potency is read from the fitted curve at half-maximal effect; nearly all actives have a fitted effect of over 70% in size; inactives centre near 23
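HP1-beta protein (50 nM final) preincubated 30 min at room temperature with biotinylated H3(1-18)K9me3 peptide (50 nM) in PBS pH 7.4, 0.01% Tween-20, then compound added for 30 min. AlphaScreen streptavidin donor/nickel chelate acceptor beads (10 ug/mL final), 30 min dark, luminescence read.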
PGK inhibitor = T. brucei PGK inhibition; P07378; PGK/GAPDH coupled, Kinase-Glo luminescence, 60 min; Potency, µM (top dose mostly 57.5 µM), for the others: top-dose activity change, negative = inhibition, usual class: inhibitors; 380,000 compounds, 0.043% hits; AID 602233; also: potency is read from the fitted curve at half-maximal effect; % is scaled to controls: 0 for no effect and ±100 for the full control effect; nearly all actives have a fitted effect of over 60% in size
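Recombinant glycosomal PGK reaction used 1,3-bisphosphoglycerate generated in-well by GAPDH (100nM final) in 100mM TEA pH 7.6, 5mM MgCl2, 0.01% Tween-20. After 60 minutes at room temperature, ATP was read by Kinase-Glo Plus luminescence end-point.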
ERG Ets-DNA blk = inhibitors of human ERG Ets domain-DNA interaction | 370,000 compounds, 0.028% hits | fluorescence polarization, His-ERG Ets domain / labelled DNA | Potency, µM (top dose mostly 76.9 µM), without a hit: at the highest dose FP activity, negative = inhibition, actives largely listed as inhibitors; active = well fitted inhibition curve with a large enough effect in the polarisation, with a control signal flat; inconclusive = small, poorly fitted or top-dose-only effect, or effect the other way, or a change in a side signal; inactive = no such curve, though single readings can be large or run the other way; the % refers to the polarisation;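 also: polarization taken with two DNA probes labelled with fluorescein and Texas red; potency is read from the fitted curve at half-maximal effect; % of control where 0% means no effect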
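His-tagged ERG Ets domain (1 uM in the protein solution; 300mM KCl, 50mM Tris-HCl, 1mM EDTA, 1mM DTT, pH 7.5) received compound, then a probe mix of 5 nM fluorescein-DNA and 100nM Texas-615-DNA. Fluorescence polarization was read for both dyes.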
G9a block = inhibitors of human histone lysine methyltransferase G9a; Q96KQ7; G9a H3K9 monomethylation, AlphaScreen, 2 h; Potency, µM (titrated, usually from 102 µM), inactives show at the highest dose activity, negative = inhibition, actives largely listed as inhibitors; 350,000 compounds, 8.8% hits; AID 504332; also: potency is read from the fitted curve at half-maximal effect; % is scaled to controls: 0 for no effect and ±100 for the full control effect; nearly all actives have a fitted effect of over 75% in size
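AlphaScreen read-out: biotin-H3K9 peptide (500 nM) methylation by 20 nM enzyme with 20 uM SAM, 2 h at room temperature after 15 min compound preincubation; anti-monomethyl H3K9 antibody plus donor/acceptor beads, 10 min dark.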
PI4K2A block = inhibitors of human PI4K2A. purified PI4K2A, ADP-Glo luminescence, 1 h; stronger effect = lower value. activity change, negative = inhibition, % at 76.9 µM. 420,000 compounds, 0.13% hits; in the data active = activity change below about -50%; inconclusive = mostly about -30% to -49%;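 also: -100% = wells without enzyme as full effect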
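In this quantitative HTS, ADP production by PI4K2A was quantified luminescently after 1 h at ambient temperature; 100 microM adenosine served as plate-quality control.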
The depositor's hits bear a star; i = inactive; ? = inconclusive; . = no result given; & = joins results of further samples; [ ] = dose if it differs, or a comment. Unless noted, calls follow the shape of the dose curve; as a rule, active = well fitted curve in the direction sought with a large enough effect; inconclusive = small, poorly fitted or top-dose-only effect, or another doubt; inactive = no such curve, though single readings can be large; an effect the other way counts as inactive or inconclusive. This is a random part of the collection; 11% or so of the library scored in one or more.

nr	structure	JMJD2A Tudor	GLS inh	HP1b binding inh	G9a block	Pin1 inh	PGK inhibitor	ERG Ets-DNA blk	BAZ2B block	PI4K2A block
1	CCNC(=S)N1CCN(S(=O)(=O)c2ccccc2C(F)(F)F)CC1	-2.7%	-5.3%	21.1%	12.7%	3.3%	3.7%	7.8%	-11.9%	-4.2
2	CCOC(=O)c1ccc(NC(=S)NCc2ccc(F)cc2)cc1	-5.3%	1.5%	46.5%[activator]	.	-9.7%	-4.7%	-9.3%	.	7.7
3	CCC(CC)NC(=O)CN1CCN(S(=O)(=O)c2cccs2)CC1	-2.8%	1.7%	29.7%	-2.5%	4.4%	-8.6%	-0.7%	8.4%	-4.1
4	CCOC(=O)C1CCN(c2ccc(Cl)nn2)CC1	-14.7%	-0.5%	23.0%	-27.2%	-6.4%	-0.1%	0.7%	.	3.4
5	CC(=O)n1cc([C@@H]2C=C(C(=O)Nc3ccccc3)O[C@H](OCc3ccc(CO)cc3)C2)c2ccccc21	-20.9%	6.5%	11.2%	1.4%[12.7 µM]	?	-4.2%	12.3%	-22.4%	-1.2
6	O=C(Nc1cc(S(=O)(=O)N2CCCC2)ccc1Cl)C1=COCCO1	-11.7%	-3.4%	21.2%	?	-2.1%	6.5%	-0.6%	-2.3%	6.5
7	COc1ccc(O)c(/C=N/Nc2nc(Nc3ccccc3)nc(-n3nc(C)cc3C)n2)c1	?	-1.8%	-5.6%	0.6%[12.7 µM]	7.5%	i	2.0%	?	7.2
8	COC(=O)c1cc(NC(=O)c2ccccc2)c(=O)oc1C/C=N\OCc1ccc(Cl)cc1Cl	-30.2%	3.0%	-0.4%	39.8µM*	?	-2.7%	12.6%	-8.9%	-8.4
9	CCc1noc(C)c1C(=O)Nc1nc2c(C)cc(C)cc2s1	0.7%	3.8%	30.2%	11.3%[2.33 µM]	6.7%	-6.7%	2.2%	-1.8%	0.4
10	Cc1sc2nc(CSCC(=O)Nc3ccc(C(=O)N(C)C)cc3)[nH]c(=O)c2c1C	-20.5%	-0.3%	13.6%	17.1%[12.7 µM]	?	-9.6%	21.6%	-5.4%	3.3
11	COc1ccccc1NS(=O)(=O)c1cc(NC(=O)C2CCCO2)ccc1C (stereo unspecified)	-21.9%	-5.4%	20.0%	.	7.2%	-1.5%	-0.4%	.	-2.0
12	Cc1ccc(SCCNC(=O)c2cccc([N+](=O)[O-])c2C)cc1	-22.7%	0.2%	5.5%	.	6.2%	0.2%	0.8%	-6.2%	11.2
13	CC(C)=NNc1cc([N+](=O)[O-])cc2c1C(=O)N(C)S2=O (stereo unspecified)	-4.1%	1.7%	40.4%[activator]	44.7µM*	-0.5%	-12.1%	11.3%	-15.8%	-1.7
14	CC(=O)NC(=S)NNC(=O)CCc1ccccc1	?	20.8%	6.9%	8.91µM*	-7.1%	i	7.6%	-1.5%	0.7
15	CC(=O)c1ccc(S(=O)(=O)N2CCN(c3nn(C)c(=O)n(C)c3=O)CC2)cc1	-11.0%	0.3%	15.8%	-39.3%	6.6%	-9.6%	15.5%	3.7%	-5.1
16	CCO[C@@H]1OC(C(=O)N2CCOCC2)=C[C@H](C2CC2)[C@H]1CCCO	-4.2%	-2.7%	58.0%	3.7%[59 µM]	-1.0%	-0.1%	1.4%	0.5%	-1.5
17	CCOC(=O)c1sc(N)nc1C(C)C	-5.5%	2.7%	?	?	-4.7%	-6.2%	-1.8%	9.2%	1.2
18	COc1ccc(-c2ccc(NC(=O)c3ccc(Br)o3)cc2)nn1	-34.9%	3.0%	-4.6%	44.7µM*	?	?	9.2%	-27.1%	-28.4
19	CCN(CC)CC(O)c1ccc2ccc3ccc(O)cc3c2c1 (stereo unspecified)	-17.8%	2.7%	31.5%	.	4.0%	5.5%	11.9%	.	1.8
20	CCNC(=S)N1CCN(C(c2ccccc2)c2ccccc2)CC1	-34.3%	-0.3%	16.4%	-12.5%[59 µM]	1.2%	-5.6%	.	-0.9%	0.6
21	Cc1cccc(N2CCN(c3ncnc4c3nc3n4CCCCC3)CC2C)c1 (stereo unspecified)	?	4.6%	-27.2%	?	-2.1%	-1.7%	4.5%	?	5.2
22	CC(=O)N1CCN(c2ccc(NC(=O)C(C)Oc3ccc(Cl)cc3Cl)cc2)CC1 (stereo unspecified)	-35.6%	53.3%[activator]	-14.5%	?	2.7%	-5.2%	-0.7%	?	-0.9
23	CCOc1ccccc1-c1nc(SCC(=O)O)n[nH]1	-13.4%	20.3%	23.7%	14.9%	-1.4%	2.2%	-3.9%	7.0%	4.3
24	Cn1c(NC(=O)C2CCCO2)cc(=O)n(C)c1=O (stereo unspecified)	-8.1%	-10.0%	27.7%	-45.5%	7.0%	-6.6%	.	8.1%	-1.4
25	C[C@@H](NC(=O)c1ncn(C)c1C(=O)N[C@H](C)c1ccccc1)c1ccccc1	-10.8%	-1.0%	40.2%[activator]	7.2%[2.33 µM]	4.3%	i	-4.8%	0.0%	0.3
26	Cc1cccc(/C=c2\s/c(=C\C(=O)C(C)(C)C)[nH]c2=O)c1	-26.6%	5.6%	21.9%	-37.7%	5.9%	0.1%	-4.9%	15.3%	4.5
27	O=C(CCNS(=O)(=O)c1cccs1)NCc1ccccc1	5.7%	-2.6%	21.6%	-1.3%	-7.8%	-4.3%	7.4%	12.0%	9.0
28	CCCc1cc(C(=O)Cc2ccc(C(=O)OCC)o2)c(O)cc1O	?	40.0%[activator]	4.5%	?	?	-4.9%	12.6%	-37.8%	-1.5
29	O=C(O)CC(C(=O)OCCOc1ccccc1)N1CCOCC1 (stereo unspecified)	?	1.4%	11.6%	79.4µM*	-4.6%	7.0%	3.6%	-19.2%	-0.4
30	CC(=O)C[C@H]1c2ccccc2S(=O)(=O)N1C1CCCC1	-18.6%	-1.1%	25.2%	.	7.3%	i	-7.1%	.	7.6
31	CSc1cccc(NC(=O)CSc2ccc(Cl)cc2)c1	38.6%[activator]	-2.9%	123.5%[activator]	82.2%[activator][59 µM]	4.8%	-8.2%	1.6%	32.7%	-4.9
32	CC(C)(C)OC(=O)N1CCC(c2c(C(=O)NCCN3CCOCC3)cnn2-c2ccc(F)cc2F)CC1	2.9%	0.7%	45.5%[activator]	-7.0%[59 µM]	-1.6%	4.0%	-0.3%	7.3%[57.1 µM]	1.0
33	C=CCN(CC=C)Cc1c(C)[nH]c2c(C)c(C)ccc2c1=O	-11.1%	-18.4%	36.5%	.	-1.0%	i	-18.1%	9.2%	-1.8
34	CN(C(=O)COC(=O)CSc1cc(Cl)ccc1Cl)c1c(N)n(Cc2ccccc2)c(=O)[nH]c1=O	-16.4%	0.2%	3.0%	7.08µM*	23.6%	-7.3%	3.1%	7.2%	-6.7
35	COC(=O)c1ccccc1NC(=O)c1ccc2c(c1)C(=O)N(Cc1ccco1)C2=O	-7.2%	5.5%	28.1%	.	-6.2%	-7.5%	-6.1%	.	1.3
36	Cc1cc(C)c(OCCN2CCCC2)c(Cl)c1	-100.4%	-1.2%	-22.2%	44.7µM*	-9.7%	-2.4%	-8.9%	-32.0%	1.5
37	O=C(N/N=C1\CC2CC=CC12)c1ccc(COc2ccccc2)cc1 (stereo unspecified)	-11.4%	14.5%	31.2%	17.0%[59 µM]	-3.9%	.	-11.5%	-6.6%	-8.2
38	COc1ccc(-c2ccc(=O)n(CC(=O)NCc3ccco3)n2)cc1	?	-16.6%	0.2%	?	-0.5%	-8.5%	-0.6%	?	-4.9
39	COc1ccc(NC(=O)CC(C)=O)c(OC)c1	-3.5%	16.9%	39.0%[activator]	2.7%	-0.4%	-5.5%	8.1%	-22.4%	4.6
40	CC(=O)c1ccc(N2CCN(C(=O)C3CCCN(S(=O)(=O)c4ccc(Br)s4)C3)CC2)cc1 (stereo unspecified)	-17.5%	4.6%	6.1%	-30.4%[59 µM]	37.8%[activator]	2.6%	2.0%	-8.3%	2.0
41	O=C(COC(=O)Cc1ccccc1[N+](=O)[O-])NC1CCCC1	-5.0%	9.7%	35.6%	1.3%	-8.1%	7.6%	-0.6%	?	2.4
42	Cc1ccc(CCNC(=O)CS(=O)Cc2nc(-c3ccccc3Cl)oc2C)cc1 (stereo unspecified)	2.3%&-15.8%	2.7%&1.4%	69.2%&27.2%[activator]	50.1µM*	7.8%&-1.0%	-7.5%&-1.2%	6.7%&3.3%	-27.1%&-28.2%	-2.7&-1.4
43	Cc1cc(C)c2c(CC(=O)NC(C)C)coc2c1	-7.2%	0.7%	26.4%	31.4%[activator]	-3.6%	-0.3%	7.8%	-16.8%	3.4
44	Cc1cc2c(cc1S(=O)(=O)Nc1cc(C(F)(F)F)cc(C(F)(F)F)c1)OCC(=O)N2	-17.4%	0.1%	44.1%[activator]	14.1%[59 µM]	?	-16.4%	6.7%	2.7%	-1.2
45	Cc1ccc(-n2nc(C)c3c(C)cc(=O)n(CC(=O)Nc4cc(Cl)ccc4C)c32)cc1	-10.7%	-12.3%	0.6%	23.6%[59 µM]	0.3%	i	-2.5%	-3.9%	-0.1
46	Cc1ccc(S(=O)(=O)/N=C(/Nc2cccc3ccccc23)c2ccc(F)cc2)cc1	-34.6%	3.2%	11.7%	.	5.0%	7.6%	-6.0%	-22.0%	5.0
